# All columns: NCI-60 one-dose screen, growth in % after 48 h at 10 µM unless noted; 100 = growth as untreated, 0 = no growth, -100 = all killed.
# U251: U251 CNS tumor cells; 5.4% of 80,000 active; AID 1794753
# UO-31: UO-31 renal cancer; 5.2% of 81,000 active; AID 1794768
# SF-539: SF-539 CNS cancer. 6.8% of 81,000 active
# 786-0: 786-0 renal cancer cells | 5.1% of 81,000 active | AID 1794775
# SN12C: SN12C renal cancer cells; 3.8% of 81,000 active; AID 1794767
# PC-3: PC-3 prostate cancer cells | 3.9% of 80,000 active
# SF-268: SF-268 CNS cancer cells | 3.1% of 82,000 active
# SF-295: SF-295 CNS cancer cells; 5.6% of 79,000 active; AID 1794758
# DU-145: DU-145 prostate cancer | 4.2% of 81,000 active
# Numbers without * were called inactive; nt = not tested or not shown. Rule for the calls: active = growth percent below 10; inactive = the rest.
SMILES,U251,UO-31,SF-539,786-0,SN12C,PC-3,SF-268,SF-295,DU-145
OC(COc1ccccc1)CN1CCN(c2ccccc2)CC1 (stereo unspecified),106.2,86.2,107.8,131.1,94.5,97.7,102.9,109.9,109.4
CCNCCCCNCCCCNCCCCNCCCCNCC,95.5,nt,121.9,150.4,114.8,84.6,137.5,62.3,82.1
CN(C)CCCC(O)c1cccc2ccccc12 (stereo unspecified),99.3,94.7,109.2,106.1,97.7,95.6,106.5,103.6,128.1
CCC(=O)c1ccc(-c2ccccc2)cc1,101.1,108.4,109.7,96.9,113.5,100.7,103.4,101.9,105.7
CC(=O)Nc1c(Br)cc2c(c1Br)Cc1cc([N+](=O)[O-])ccc1-2,90.5,66.4,81.6,102.5,92.7,81.2,66.8,63.2,72.6
CC(=O)CC(=O)NC1CCCCC1,106.9,92.3,90.8,97.7,97.6,98.2,111.5,107.1,128.8
CCN(CC)CCCCCCNc1cc(OC)c(F)c2c(C)ccnc12,100.0,58.4,99.5,103.5,86.4,75.7,111.2,nt,118.5
COc1cnc2c(c1)C(=O)c1c-2n(CCCNC(C)C)c(=O)c2cc(OC)c(OC)cc12,30.4,29.5,-63.0*,22.9,25.0,48.7,41.8,13.3,16.4
COc1ccc(C2OC(c3cc(-c4cc5ccccc5o4)nn3-c3ccccc3)=NN2C(C)=O)cc1 (stereo unspecified),96.2,nt,98.6,92.9,93.2,88.9,97.7,100.3,100.9
Cn1c[n+](C)c2ccccc21,96.0,101.3,105.5,96.9,99.5,102.9,114.6,109.5,184.8
COc1cccc(-c2nn(-c3ccccc3)cc2-c2ccncc2)c1,92.5,48.8,78.1,80.1,73.6,46.0,85.4,69.0,89.1
Cc1nn(-c2ccccc2)cc1/C=C1\SC(N2CCOCC2)=NC1=O,100.7,65.8,100.5,90.3,95.3,98.9,108.2,109.5,125.6
CCOC(=O)Nc1ccccc1C,110.6,78.2,99.5,101.2,104.1,99.7,105.6,108.9,114.1
CC(C)c1ccc(S(=O)(=O)NC2=CN3CC=CCC3CC2=O)cc1 (stereo unspecified),95.4,87.4,99.1,108.1,98.5,88.8,103.5,99.0,107.3
CCC(C(=N)N)(c1ccccc1)N(C)C (stereo unspecified),96.0,91.3,102.0,98.7,96.3,91.5,96.2,94.6,104.1
Cc1ccccc1N=C(N)N=C(N)N,106.2,86.4,94.2,108.3,102.8,89.5,92.8,115.8,117.2
NC(=S)c1csc(CCNC(=O)c2ccccc2)n1,97.6,91.0,114.2,98.2,91.8,96.6,110.7,96.9,128.7
COc1cccc(-c2nc(-c3ccc(NS(=O)(=O)c4ccccc4)cc3)[nH]c2-c2ccnc(Br)c2)c1,35.4,11.8,36.6,20.0,28.4,15.1,31.4,3.8*,44.3
Nc1nc2nc(N=Nc3ccc(Cl)cc3)[nH]c2c(=O)[nH]1,95.8,95.4,93.9,100.8,nt,91.6,91.5,101.7,106.4
COc1cccc(-c2nn(-c3ccccc3)cc2-c2ccnc(N3CCOCC3)c2)c1,96.2,66.2,97.9,99.0,98.0,70.2,88.8,82.8,99.5
O=C1NC(=O)/C(=C\c2cn(-c3ccccc3)nc2-c2cccc(O)c2)S1,87.3,68.8,88.0,76.7,85.8,91.6,90.8,91.9,107.3
C=C(CNCCc1ccc(O)cc1)[C@@H]1CC[C@]2(CO)CC[C@]3(C)[C@H](CC[C@@H]4[C@@]5(C)CCC(NCCO)C(C)(C)[C@@H]5CC[C@]43C)[C@@H]12 (stereo partly specified),-83.7*,-96.1*,-97.3*,-92.1*,-70.3*,-20.1*,-62.4*,-80.8*,-31.0*
COCCNC(=O)Cc1cc(-c2ccc(Cl)cc2)n(-c2ccccc2)c1C,84.5,71.1,92.8,88.7,87.6,81.0,88.5,85.6,101.0
CC1CCc2c(sc3nc(NN)n(-c4ccccc4)c(=O)c23)C1 (stereo unspecified),103.4,93.0,98.1,97.2,99.9,103.6,113.9,92.8,103.5

# 3 compounds out of the list, ordered by molecular weight, falling:
SMILES,U251,UO-31,SF-539,786-0,SN12C,PC-3,SF-268,SF-295,DU-145
COc1cccc(-c2nn(-c3ccccc3)cc2-c2ccnc(N3CCOCC3)c2)c1,96.2,66.2,97.9,99.0,98.0,70.2,88.8,82.8,99.5
O=C1NC(=O)/C(=C\c2cn(-c3ccccc3)nc2-c2cccc(O)c2)S1,87.3,68.8,88.0,76.7,85.8,91.6,90.8,91.9,107.3
CN(C)CCCC(O)c1cccc2ccccc12 (stereo unspecified),99.3,94.7,109.2,106.1,97.7,95.6,106.5,103.6,128.1

# More results.
SMILES,U251,UO-31,SF-539,786-0,SN12C,PC-3,SF-268,SF-295,DU-145
NSc1ccccc1[N+](=O)[O-],88.3,89.3,nt,104.3,104.3,89.1,103.9,98.2,109.0
C[n+]1ccc(C2(C)OCCO2)cc1,101.5,104.3,95.2,105.2,99.6,102.3,113.9,100.0,116.7
COc1ccc(-c2cc(NC(=O)Nc3nc4c(C)cccc4s3)no2)cc1,nt,86.6,92.9,100.1,100.8,99.8,101.2,94.5,108.9
COc1ccc(-c2n[nH]nc2-c2csc3ccccc23)cc1OC,22.1,35.1,-2.4*,30.7,34.0,27.8,30.2,25.9,41.5
O=C(NCCc1c[nH]c2ccccc12)C1Cc2ccccc2CN1C(=O)c1ccco1 (stereo unspecified),98.5,53.5,102.9,103.7,111.1,96.9,110.9,113.1,114.2
O=C(O)c1cnnc2ccccc12,97.3,85.2,102.5,105.3,101.7,101.3,110.1,128.9,112.8
CCOC(=O)CC1NN=c2n(nc3n(-c4ccccc4)c(=O)/c(=C\c4ccc(OC)cc4)n23)C1=O (stereo unspecified),107.9,63.8,104.7,108.2,97.4,91.0,96.5,nt,114.1
O=C(O)COc1ccccc1OCC(=O)O,103.6,83.7,100.1,104.2,106.3,86.9,99.0,122.7,110.4
COc1ccc(-c2c(C#N)c(N)nn2C(=O)c2ccc(NC(=O)c3ccccn3)cc2)cc1OC,112.1,116.4,99.5,95.5,102.5,91.0,97.8,100.0,99.6
COc1cc(C2(C)NC(=O)NC2=O)cc(OC)c1OC (stereo unspecified),96.0,89.2,97.5,104.8,102.9,84.8,101.7,103.2,118.6
COc1cc2c3c(c(=O)oc2cc1OS(=O)(=O)c1ccc(C(F)(F)F)cc1)CCCCCC3,93.2,99.7,95.5,91.8,97.4,72.0,99.8,97.2,96.7
[O-][n+]1nc2ccccc2c2ccccc21,103.9,82.9,111.2,95.1,95.1,98.4,115.2,110.0,126.0
CCOC(=O)C(C(=O)OCC)(c1ccccc1)C1CCCCCC1,102.2,93.2,123.4,89.3,106.6,108.1,109.4,104.6,114.0
COc1ccc(-c2nnc(SCC(=O)c3ccc(Cl)cc3)o2)cc1,99.8,99.8,95.6,96.9,nt,101.2,101.4,100.8,107.9
CC(C)(C)c1cc2c(O)c(c1)Cc1cc(C(C)(C)C)cc(c1O)Cc1cc(C(C)(C)C)cc(c1O)Cc1cc(C(C)(C)C)cc(c1O)C2,102.0,88.5,99.2,105.8,108.5,80.4,104.3,105.3,117.6
CC1(C)Oc2cc3oc(=O)ccc3cc2C[C@@H]1OCCOS(=O)(=O)c1ccccc1,93.6,83.5,95.9,100.7,94.4,92.4,93.8,89.8,103.3
COC(=O)[C@H]1Cc2c([nH]c3ccccc23)[C@H](c2cccnc2)N1,101.1,75.5,92.9,105.0,99.3,96.5,98.3,103.0,113.6
O=C(O)CCCCCCC[C@@H](O)[C@@H](O)CCCCCCO,nt,84.1,103.3,103.7,101.3,102.6,108.0,nt,108.8
COc1cc(C(=O)c2cc(C(=O)Nc3cccc4cccnc34)c3cc(-c4ccncc4)ccn23)cc(OC)c1OC,96.1,88.1,96.7,98.5,96.1,99.6,99.3,99.8,108.2
Cc1cc(OCc2ccc(C(F)(F)F)cc2)c2c(c1)C(=O)C=C(NCCN1CCCC1)C2=O,22.3,53.8,nt,58.5,79.4,66.0,69.0,64.1,76.2
Cc1ccc(C(=O)Nc2ccc(CN3CCN(C)CC3)c(C(F)(F)F)c2)cc1C#Cc1cncc2ncccc12,-93.8*,-96.3*,-98.2*,-70.5*,-98.2*,-69.3*,-70.6*,27.3,-88.1*
CC(=O)NNC(=S)/N=C\c1c(O)c2ccccc2oc1=O,96.4,90.2,100.7,106.3,101.2,97.1,107.1,103.8,nt
CCC(=O)N1C/C(=C/c2ccc(OC)cc2)C(=O)/C(=C/c2ccc(OC)cc2)C1,4.4*,-7.2*,54.7,4.8*,27.4,16.2,24.0,-5.2*,18.7
N#CCCOC1C(OCCC#N)C(OCCC#N)C(OCCC#N)C(OCCC#N)C1OCCC#N (stereo unspecified),110.5,86.9,97.1,96.7,111.6,121.5,101.1,146.3,112.4

# Next part:
mol,U251,UO-31,SF-539,786-0,SN12C,PC-3,SF-268,SF-295,DU-145
CN(CC(=O)O)c1ccc(/C=C/c2ccnc3ccccc23)cc1,80.3,61.7,90.3,95.8,85.2,71.2,90.1,92.2,97.7
CN(C)c1ccccc1/C=C1\Cc2c(Br)cccc2C1=O,82.2,66.5,90.7,98.3,91.5,70.8,92.9,88.6,97.8
O=C(NNC(=O)c1ccc(NC(=O)c2ccccn2)cc1)Nc1ccc(Cl)cc1,78.5,81.9,50.5,100.8,94.4,95.0,89.0,92.4,97.0
CC(=O)Nc1ccc(NC(C)=O)c2c1C(=O)c1ccccc1C2=O,nt,59.5,92.3,91.0,86.9,81.9,95.9,99.8,96.0
O=C(NCc1ccccc1)c1ccc([N+](=O)[O-])cc1,nt,103.8,99.1,102.4,94.1,96.1,114.2,93.4,113.3
Nc1ccc(SSc2ccc(N)cc2)cc1,76.0,73.6,106.0,100.2,100.5,84.8,105.7,82.6,111.2
COc1cc(Cl)ccc1C(=O)Nc1nc2ccccc2[nH]1,73.5,44.9,89.2,82.3,94.5,72.4,96.2,92.6,74.7
COc1cc(C2OC(CCC(=O)c3nc4ccc([N+](=O)[O-])cc4[nH]3)=NN2C(C)=O)cc(OC)c1OC (stereo unspecified),101.0,76.5,97.1,108.5,107.9,88.3,99.8,96.4,102.7
C=C1CC[C@H](C(C)C)[C@@H]2[C@H]1[C@H]1C[C@](C)(O)[C@@H](OCC)CC[C@@](C)(O)[C@@H]2O1,89.6,71.0,98.5,93.6,93.0,86.0,109.4,94.7,108.6
COc1ccc(-c2nc(SCC(=O)N3CCN(c4cc5c(cc4F)c(=O)c(C(=O)O)cn5C4CC4)CC3)nc(Cl)c2C#N)cc1,103.0,81.1,103.5,99.2,96.6,101.7,97.8,99.1,112.4
CC(C)(C)n1nnnc1C(Nc1nccs1)c1cc2cccc3ccc4cccc1c4c32 (stereo unspecified),89.3,84.9,92.9,106.9,98.5,90.1,100.5,93.1,107.4
COc1ccc(-c2c3c(N)nc(-c4ccccn4)nc3nc3c2c(C)nn3-c2ccccc2)cc1,nt,79.4,108.3,107.4,96.2,47.7,104.7,92.9,115.7
c1cncc(-c2nc3ccccc3n3cccc23)c1,110.7,95.9,101.4,109.3,nt,96.3,95.9,107.0,107.3
CSc1nnc(-c2cnn3c2NC(c2ccccc2)C3)n1-c1ccccc1F (stereo unspecified),96.4,74.4,96.5,104.0,92.8,94.0,81.5,88.4,110.3
CCOC(=O)CCC(NC(=O)c1ccccc1NC)C(=O)OCC (stereo unspecified),109.4,100.1,106.7,93.7,98.6,108.8,104.6,96.1,111.7
Cc1ccc2oc(=O)cc(Cn3nnc(N)c3C#N)c2c1,99.4,82.8,93.8,92.9,93.5,89.4,101.1,98.0,98.8
O=C(Nc1nc2ccc([N+](=O)[O-])cc2s1)Nc1cc(Cl)ccc1I,-23.5*,-18.3*,-74.3*,-49.4*,-16.8*,-14.7*,2.0*,-71.0*,17.3
COc1ccc(NC(=O)/C(=C/n2c(=S)[nH]c3cc(C)ccc32)C(C)=O)cc1,94.0,91.6,102.7,101.1,108.1,90.5,98.7,102.9,103.4
O=C1Nc2ccccc2/C1=C/c1cn(CC(O)Cn2cc(/C=C3\C(=O)Nc4ccccc43)c3ccccc32)c2ccccc12 (stereo unspecified),nt,-9.2*,-77.7*,-70.9*,-53.6*,-86.3*,-62.0*,-84.7*,-90.5*
Cc1ccc([C@H]2C(C(=O)c3ccc(Cl)cc3)C3(N[C@@H]2c2ccccc2)C(=O)Nc2ccccc23)cc1 (stereo partly specified),48.6,17.7,83.9,33.4,4.2*,2.3*,61.1,42.6,80.2
O=C(O)c1ccccc1Nc1cccc(S(F)(F)(F)(F)F)c1,85.7,85.6,nt,109.6,96.4,95.9,94.2,99.4,107.5
CCNC(=O)OCCO[C@H]1Cc2cc3ccc(=O)oc3cc2OC1(C)C,102.9,95.2,100.5,100.4,104.2,96.0,100.0,100.6,112.2
Cn1c(C(=O)c2ccncc2)cc2ccccc21,93.6,65.3,102.3,100.4,107.4,nt,102.1,127.3,110.1
Cc1cc(C)cc(O)c1,109.8,81.0,96.5,106.5,83.2,86.8,106.7,117.1,109.8
